# BAP1 inh: blocks human BAP1 ubiquitin-AMC hydrolysis; AID 436; activity remaining (% of control), % at 20 µM; recombinant BAP1, Ub-AMC hydrolysis fluorescence kinetic; hits give low values; 0.48% of 72,000 active; Q92560;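 active = activity remaining at or below 50% of control, provided the compound also passes the data quality filters; inactive = the rest, including low values that fail the filters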;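 note: 100% = DMSO wells rate and 0% = substrate alone blank rate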
# Target sequence (Q92560 whole entry, looked up): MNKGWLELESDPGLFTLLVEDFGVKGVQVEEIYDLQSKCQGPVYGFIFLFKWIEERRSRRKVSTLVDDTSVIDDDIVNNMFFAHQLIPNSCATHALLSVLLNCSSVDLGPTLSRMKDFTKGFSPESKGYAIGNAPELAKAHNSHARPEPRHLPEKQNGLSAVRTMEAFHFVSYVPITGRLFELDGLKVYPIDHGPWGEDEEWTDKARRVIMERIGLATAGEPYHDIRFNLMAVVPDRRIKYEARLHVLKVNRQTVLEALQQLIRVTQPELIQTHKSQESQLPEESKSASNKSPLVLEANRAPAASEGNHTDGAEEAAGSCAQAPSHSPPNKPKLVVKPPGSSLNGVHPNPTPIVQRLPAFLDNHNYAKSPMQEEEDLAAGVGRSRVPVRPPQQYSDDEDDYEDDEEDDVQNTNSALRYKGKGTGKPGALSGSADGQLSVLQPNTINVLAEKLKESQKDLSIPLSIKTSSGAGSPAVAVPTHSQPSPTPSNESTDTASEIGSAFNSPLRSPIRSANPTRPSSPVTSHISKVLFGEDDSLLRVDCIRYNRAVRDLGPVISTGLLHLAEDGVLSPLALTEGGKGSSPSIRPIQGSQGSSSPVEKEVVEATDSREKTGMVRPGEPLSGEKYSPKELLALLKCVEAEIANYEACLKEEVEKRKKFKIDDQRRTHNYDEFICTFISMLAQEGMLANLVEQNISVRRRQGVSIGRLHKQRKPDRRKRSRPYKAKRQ
# HePTP inhibitor: inhibitors of human HePTP phosphatase; inhibition, % at 20 µM; recombinant HePTP phosphatase activity, OD absorbance; P35236; 0.64% of 110,000 active; in the data active = inhibition above about 50%;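 note: plate controls were vehicle for no effect and reference inhibitor for full effect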
# Target sequence (P35236 whole entry, looked up): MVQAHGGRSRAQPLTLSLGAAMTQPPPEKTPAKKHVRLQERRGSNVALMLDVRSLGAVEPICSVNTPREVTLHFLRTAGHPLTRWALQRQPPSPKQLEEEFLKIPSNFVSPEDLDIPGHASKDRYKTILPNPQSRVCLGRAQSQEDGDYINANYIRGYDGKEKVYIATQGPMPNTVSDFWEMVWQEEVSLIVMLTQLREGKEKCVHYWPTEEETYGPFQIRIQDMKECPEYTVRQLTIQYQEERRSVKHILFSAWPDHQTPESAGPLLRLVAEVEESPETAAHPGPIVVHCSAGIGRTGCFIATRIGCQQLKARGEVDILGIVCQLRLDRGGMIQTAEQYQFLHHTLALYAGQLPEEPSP
# An asterisk follows results filed as active; / = not tested or not shown; & = joins results of further samples.
SMILES,BAP1 inh,HePTP inhibitor
COc1ccccc1NC(=O)CCC(=O)Nc1nnc(C(F)(F)F)s1,99.2,3.2
O=C(/C=C/c1ccccc1)NC(=S)Nc1ccc(NC(=O)c2cccc(Cl)c2)cc1,/,7.5
C=C1c2ccc(C)cc2NC(=O)N1c1ccc(Cl)cc1,/,-4.5
Cc1ccnc(N2C(=O)c3ccccc3C2Nc2ccccc2Cl)c1 (stereo not given),85.4,-2.6
Cc1n[nH]c(C)c1CCCOc1ccc(Cl)cc1,/,7.5
Cc1cc(C)n(S(=O)(=O)c2ccccc2[N+](=O)[O-])n1,/,14.0
Cc1ccc2c(c1)N(CCCC(=O)NCc1ccc3c(c1)OCO3)C(=O)CO2,104.3,10.1
CC1Cn2c(nnc2-c2cccs2)S1 (stereo not given),77.4,/
O=C(Cn1cnc2c(nnn2Cc2ccc(F)cc2)c1=O)NCC1CCCO1 (stereo not given),55.7,/
CCC(=O)Nc1cc(Cl)ccc1N1CCN(C(=O)CC)CC1,154.3,5.9
COc1ccc(C2C(C(C)=O)=C(O)C(=O)N2CCN(C)C)c(OC)c1 (stereo not given),/,2.2
COc1cc(N)ccc1NC(=O)c1cccs1,113.7,11.9
Nc1cc(Cl)c(N)cc1Cl,105.4,8.7
COc1cc(C(N)=O)cc(OC)c1OC,/,-4.5
COc1ccc(C2CC(=O)C3=C(C2)Nc2ccccc2NC3c2cc(OC)c(OC)cc2OC)cc1 (stereo not given),/,5.7
CCOC(=O)N1CCN(C(=O)c2ccccc2Oc2ccccc2)CC1,92.2,-11.6
CCN1C(=O)/C(=C\c2ccc(OC(C)=O)cc2)SC1=S,/,-6.9
COCC(=O)Nc1nc2ccc(C)cc2s1,65.9,1.6
CCCCOc1ccc(C(=O)Nc2ccc(S(=O)(=O)Nc3cc(C)on3)cc2)cc1OC,94.7,-0.1
CCN(CC)CCCCOc1ccccc1OC,102.3,7.5
COc1ccc(C(=O)N2CCN(C(=O)Cc3ccccc3)CC2)cc1OC,92.2,-4.7
COc1ccc(OCC(=O)n2nc(C)cc2C)cc1,/,5.5
O=C(Nc1ccccc1Cl)N1CCN(c2ncccn2)CC1,112.3,3.6
C=C(C)c1cccc(C(C)(C)NC(=O)NC2CCCC2)c1,/,10.3
CCOC(=O)c1ccc(NC(=O)NC2CC3CCC(C2)N3Cc2nnnn2C(C)(C)C)cc1 (stereo not given),71.1,-4.2
Cn1c(=O)c([N+](=O)[O-])c(NCC2CCCO2)c2ccccc21 (stereo not given),/,-4.1
O=C(CN(c1ccccc1)S(=O)(=O)c1ccccc1[N+](=O)[O-])N1CCCCC1,/,2.0
CC(=O)C1CC(CC(N)=O)C1(C)C (stereo not given),77.7,/
O=C1Nc2ccccc2C1=Cc1nc2ccccc2c(=O)n1-c1ccccc1[N+](=O)[O-],/,0.6
CCOc1cc(C(=O)NCCc2cccc(Cl)c2)cc(OCC)c1OCC,/,2.3
O=C(Nc1cccc(-c2nnc(-c3ccccc3)o2)c1)c1ccc(Br)o1,/,6.6
Cn1c(=O)c2ncn(CC(=O)NCCC3=CCCCC3)c2n(C)c1=O,100.0,4.4
CCOc1ccc(C(=O)C2CCN(CC(=O)Nc3ccccc3N3CCOCC3)CC2)cc1,87.2,10.9
COC(=O)c1ccc(C2Nc3cc(C)c(C)cc3NC3=C2C(=O)CC(C)(C)C3)cc1 (stereo not given),59.5,9.9
Cc1ccnc(NS(=O)(=O)c2ccc(NC(=O)COc3ccc(Cl)cc3)cc2)n1,/,13.2
CCCC(c1nnnn1CCOC)N1CCN(c2cccc(OC)c2)CC1 (stereo not given),103.8,7.3
C=CCn1c(=N)c(C(=O)OC)cc2c(=O)n3cccc(C)c3nc21,/,10.2
CC(C)COc1ccc(C(=O)Nc2ccccc2)cc1,/,3.6
O=C(c1ccncc1)N(Cc1cc2ccccc2[nH]c1=O)C1CCCCC1,59.6,7.3
COc1ccc(C(NC(=O)c2ccccc2)NC(=O)c2ccccc2)cc1OC,/,-3.1
O=C(NCCN1CCOCC1)C(=O)NCc1ccc(Cl)cc1,/,-3.4
CC(C)Nc1nnc(SCC(=O)Nc2ccc(F)cc2)s1,137.3,10.3
N#CC1=C2SCN(c3ccccc3)CN2C(=O)CC1c1c(Cl)cccc1Cl (stereo not given),68.0,5.0
NC(=O)OCC(COC(N)=O)c1ccccc1,97.4&90.9,5.6
CC(C)c1nnc(SCc2ccc(CSc3nnc(C(C)C)n3N)cc2)n1N,122.1,12.0
CC1CCCCC1NC(=O)C1Cc2ccccc2CN1S(C)(=O)=O (stereo not given),69.0,1.7
Cc1ccc(-c2nc3cc(Cl)ccc3o2)cc1NC(=O)/C=C/c1cccc([N+](=O)[O-])c1,/,6.4
CCCCNC(=O)C(Sc1ccccc1)c1ccccc1 (stereo not given),/,-13.5
CSCC[C@H](NC(=O)Nc1ccc(C)cc1)C(=O)O,107.4,7.6
Cn1c(=O)c2c(nc(C(N)=O)n2C)n(C)c1=O,/,0.9

# Grouped by structure, the compounds so far with fluorine.
SMILES,BAP1 inh,HePTP inhibitor
COc1ccccc1NC(=O)CCC(=O)Nc1nnc(C(F)(F)F)s1,99.2,3.2
O=C(Cn1cnc2c(nnn2Cc2ccc(F)cc2)c1=O)NCC1CCCO1 (stereo not given),55.7,/
CC(C)Nc1nnc(SCC(=O)Nc2ccc(F)cc2)s1,137.3,10.3

# The results go on.
SMILES,BAP1 inh,HePTP inhibitor
Cn1c(C(=O)NCC2CCCO2)cc2c(=O)n3ccccc3nc21 (stereo not given),/,13.9
CCC1SC2=NCN(c3ccccc3)CN2C1=O (stereo not given),58.4,4.5
Cc1ccc(C)c(S(=O)(=O)Nc2ccc(O)c3ccccc23)c1,/,-6.8
COc1cc(NC(=O)c2ccc(-c3ccc(Br)cc3)o2)ccc1NC(=O)C(C)C,103.0,/
O=C(O)C1C2C=CC(C3CC23)C1C(=O)Nc1ccc(F)cc1 (stereo not given),/,-1.5
O=C1C(Nc2ccccc2)=CC(c2ccccc2[N+](=O)[O-])N1c1ccccc1 (stereo not given),/,1.3
Cc1ccc(OCCNc2cc(Cl)ccc2[N+](=O)[O-])cc1C,/,-21.2
CCSc1nnc(NC(=O)c2c(-c3c(Cl)cccc3Cl)noc2C)s1,/,-25.1
Cc1ccc(CCC(=O)Nc2ncc(Cc3ccc(F)cc3)s2)o1,/,2.8
Cc1ccc(NC(=O)c2cccc(C(=O)Nc3ccc(C)cc3)n2)cc1,/,-6.8
Cc1cc(C(=O)Oc2ccccc2C(=O)O)c(C)o1,88.0,-9.8&-7.1
Cc1cccc(OCC(=O)Nc2cccc(C(F)(F)F)c2)c1,/,6.4
COc1ccc(C(=O)N/C(=C\c2ccc(-c3cccc(Cl)c3)o2)C(=O)NCCCN2CCOCC2)cc1,/,-9.9
COc1cccc(NC(=O)c2ccc(N(Cc3ccccc3)S(C)(=O)=O)cc2)c1,89.5,/
CCn1cc(C(=O)NCc2ccc(C)o2)c2cc(OC)c(OC)cc2c1=O,102.0,-8.4
CCCC(=O)N1CCN(c2ccc(NC(=O)c3ccco3)cc2)CC1,101.3,4.3
O=C(N/C(=C/c1cccnc1)C(=O)N1CCCCCC1)c1cccc(Br)c1,/,-2.1
COc1ccc(NC(=O)CNS(=O)(=O)c2ccccc2)cc1Cl,90.0,-0.9
COc1ccc2nc(SCC(=O)Nc3ccc(/C=C/c4ccccc4)cc3)[nH]c2c1,/,10.9
CCC(=O)c1ccc(OCCSc2ncccn2)cc1,69.0,7.0
O=C1c2cccc3c(N4CCNCC4)ccc(c23)C(=O)N1c1ccc(Cl)cc1,/,8.4
CC(C)(C)C(=O)Nc1c[nH]c(=O)[nH]c1=O,70.6,/
CC(=O)Nc1ccc(NC(=O)COc2ccc(Cl)cc2Br)cc1,/,-10.3
CSC1=NCCN1C(=O)COc1ccccc1,94.7,-6.9
COc1ccccc1CNC1CCCCC1OC (stereo not given),/,13.9
Cc1cccc(C2(c3cccc(C)c3)CC2C(=O)NCc2ccccc2)c1 (stereo not given),87.3,-7.7
O=C(O)c1ccc(-c2ccc(/C=C3/SC(=O)N(c4ccccc4)C3=O)o2)cc1,/,14.2
COc1ccc(OCC(O)Cn2c(N3CCOCC3)nc3c2c(=O)n(C)c(=O)n3C)cc1 (stereo not given),74.3,/
COc1ccc(C2CC(=O)C=C(NCC3CCCO3)C2)cc1 (stereo not given),94.2,0.4
COc1ccc(-c2cc(C(F)(F)F)n3nc(C(=O)N4CCc5ccccc5C4)cc3n2)cc1,/,-13.4
C1=CC2CC1CC2CNCc1ccco1 (stereo not given),96.0,-12.1
CCOC(=O)C1CCCN(C(=O)c2ccccc2NC(C)=O)C1 (stereo not given),148.4,-3.2
COc1c(Cl)cc(C(=O)Nc2cc(C)ccc2C)cc1Cl,/,-5.4
O=c1[nH]c(-c2ccccc2O)nc2c1CCCC2,67.4,11.4
CC1=C(C(=O)OC(C)C)C(c2ccc(F)c(Br)c2)CC(=O)N1 (stereo not given),/,-1.6
O=[N+]([O-])c1cccc(S(=O)(=O)Nc2ccccc2Br)c1,/,-10.1
CCSc1nnc(NC(=O)c2cccc(OC)c2)s1,/,0.5
COc1ccccc1-c1nc(C#N)c(NCc2ccc(F)cc2)o1,158.5,4.4
CCOc1cccc(C(=O)Nc2cc(-c3nn4c(C)nnc4s3)ccc2C)c1,99.2,0.2
Cc1ccc(-c2nnc(SCC(=O)N3CCCC3)o2)cc1C,97.4,-1.9

# Some of the entries so far, tab-delimited:
compound	BAP1 inh	HePTP inhibitor
O=C(CN(c1ccccc1)S(=O)(=O)c1ccccc1[N+](=O)[O-])N1CCCCC1	/	2.0
CCC(=O)c1ccc(OCCSc2ncccn2)cc1	69.0	7.0
Cc1ccc(NC(=O)c2cccc(C(=O)Nc3ccc(C)cc3)n2)cc1	/	-6.8
Cc1ccc(-c2nc3cc(Cl)ccc3o2)cc1NC(=O)/C=C/c1cccc([N+](=O)[O-])c1	/	6.4

# New compounds follow
SMILES,BAP1 inh,HePTP inhibitor
CCCN1CCc2c(sc3[nH]c(=S)n(CCc4ccccc4)c(=O)c23)C1,/,7.1
CCC(C)(C)NC(=O)C(c1ccccc1F)N(Cc1ccco1)C(=O)Cn1nnc2ccccc21 (stereo not given),98.9,-2.4
CC(=O)c1cccc(NC(=O)c2ccc([N+](=O)[O-])c(C)c2)c1,/,-12.0
COc1ccccc1-n1c2c(cc(C(=O)N3CCC(C)CC3)c1=O)C(=O)CC(C)(C)C2,93.0,2.8
COC(=O)c1cc(Br)c(=O)n(Cc2ccco2)c1,93.7,1.4
C=CCN1C(=O)/C(=C/c2ccc(Br)cc2)S/C1=N\c1nnc(CC)s1,/,4.0
CN(C)CCN(Cc1cccs1)c1ccccn1,98.0,/
Cc1ccc(S(=O)(=O)/N=C/c2ccco2)cc1,94.0,-6.7&4.8
COC(=O)CCC(=O)Nc1ccc(S(N)(=O)=O)cc1,172.3,/
CCCCOc1ccc(C(=O)OCCN2CCCCC2)c(O)c1,/,4.9
Cc1cc(C)n(-c2nc(NCc3cccnc3)c3c4c(sc3n2)COC(C)(C)C4)n1,912.9,0.5
Cc1cccc(NC(=O)c2ccc(-c3ccc(C)c(Cl)c3)o2)c1,/,3.2
O=C(Nc1ccc(Cl)c(C(F)(F)F)c1)c1ccccc1I,/,11.6
CCC1CCc2c(sc(NC(=O)c3ccoc3C)c2C(N)=O)C1 (stereo not given),/,7.6
COc1ccc(NC(=O)CSc2nc(NS(=O)(=O)c3ccccc3)cc(=O)[nH]2)cc1,102.6,8.5
Cc1ccc2c(c1)NC(C)(C)c1sn(Cc3ccc(Cl)cc3)c(=S)c1-2,/,-9.5
Nc1c(N2CCN(c3ccccc3)CC2)c2ccccc2oc1=O,84.2,6.3
O=C(NCCO)/C(=C\c1cccs1)NC(=O)c1ccccc1,/,-6.7
O=C(C(c1ccccc1)c1ccccc1)N1CCN(Cc2ccc(F)cc2)CC1,/,-6.2
COc1cc(/C(C)=N/N2CCN(Cc3cccc4ccccc34)CC2)ccc1O,/,5.7

# An excerpt from above in order of their number in BAP1 inh, lowest first.
SMILES | BAP1 inh
O=C(c1ccncc1)N(Cc1cc2ccccc2[nH]c1=O)C1CCCCC1 | 59.6
N#CC1=C2SCN(c3ccccc3)CN2C(=O)CC1c1c(Cl)cccc1Cl (stereo not given) | 68.0
COc1ccc(C(=O)N2CCN(C(=O)Cc3ccccc3)CC2)cc1OC | 92.2

# Next compounds
SMILES,BAP1 inh,HePTP inhibitor
CN(CC(=O)Nc1ccccc1Cl)C(=O)COC(=O)CNC(=O)c1ccc(Br)o1,82.6,9.4
O=[N+]([O-])c1ccc(S(=O)(=O)Nc2ccc3c(c2)OCCO3)cc1,/,4.9
O=C1c2ccccc2-c2onc3ccc(Oc4ccc(Cl)cc4)c1c23,/,36.5
CC(=O)c1cccc(NC(=O)c2cc(C)no2)c1,96.8,-8.9
O=C(COc1ccc(Cl)cc1Cl)NCc1ccco1,96.5,-7.2
O=C(c1cnn2c(C(F)F)cc(C3CC3)nc12)N1CCc2ccccc2C1,75.9,4.4
c1ccc(C2(c3ccccc3)OCC(Cn3cncn3)O2)cc1 (stereo not given),103.2,-6.6
O=C(Nc1ccc(Cl)cc1)C(=O)NC1CCCC1,/,-6.0
O=C(O)CCCCCN1C(=O)C(=O)/C(=C(/O)c2ccc(F)cc2)C1c1cccc(F)c1 (stereo not given),/,-0.8
C=CCn1c(N)c(-c2nc3ccccc3n2C)sc1=S,54.3,-2.0
Cc1ccc(OCC(=O)Nc2cccc(C)n2)c(C)c1,161.9,4.1
Cc1cc(OCC(=O)NCCCN(C)C)cc(C)c1Br,105.3,-9.6
COC(=O)C1=C(C)N(Cc2ccccc2)C(=O)NC1c1cccc([N+](=O)[O-])c1 (stereo not given),121.2,/
Ic1cccc2c1N1CCN2CC1,150.9,/
CCOc1ccc2cc(C=O)c(=O)[nH]c2c1,/,5.9
CC(=O)N1c2ccccc2-c2c(sn(-c3ccc(C)cc3)c2=S)C1(C)C,/,7.7
Cc1c(C(=O)NCc2cccnc2)oc2c1C(=O)CC(C)(C)C2,96.2,6.6
O=C(Nc1ccccc1)N1CCN(c2nc3ccccc3s2)CC1,96.1,4.5
Cc1ccc(Cl)cc1N(CC(=O)NC1CCCCC1)S(C)(=O)=O,100.5,0.0
CCC(=O)N1CCc2cc(S(=O)(=O)CCC(=O)NCc3ccc4c(c3)OCO4)ccc21,/,6.7

# Compound activity deposited in PubChem by several laboratories.
